High-throughput results: PubChem, several laboratories
NTR1 ag – agonists of NTR1, primary screen, imaging, U2OS cells, beta-arrestin-GFP, high content (AID 493036); NTR1-U2OS beta-arrestin-GFP spot imaging, agonist mode; activation, % at 20 µM; hit rate 0.17% among 330,000;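 active means activation at or above 40% of the spot to cytoplasm intensity ratio, with at least 20 cells analyzed; inconclusive means wells under 20 cells, flagged as cytotoxic or low count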;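 further: 0% = DMSO without peptide and 100% = 100 nM NTR1 peptide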
Target sequence (P30989 whole entry, looked up): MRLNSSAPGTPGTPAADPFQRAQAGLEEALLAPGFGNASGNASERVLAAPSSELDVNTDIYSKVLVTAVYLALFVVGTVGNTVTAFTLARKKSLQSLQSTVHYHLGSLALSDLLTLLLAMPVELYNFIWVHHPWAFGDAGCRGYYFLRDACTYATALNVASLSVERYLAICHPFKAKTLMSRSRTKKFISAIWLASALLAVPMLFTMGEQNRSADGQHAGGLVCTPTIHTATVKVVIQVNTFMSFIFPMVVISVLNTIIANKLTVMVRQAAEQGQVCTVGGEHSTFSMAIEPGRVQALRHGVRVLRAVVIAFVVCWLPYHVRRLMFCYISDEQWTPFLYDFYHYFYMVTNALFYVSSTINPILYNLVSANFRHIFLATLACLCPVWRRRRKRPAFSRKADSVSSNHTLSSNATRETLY
NS5 inhibitors – Dengue-2 NS5 methyltransferase inhibitors, primary screen, biochemical, confirmation dose response (AID 588689); Dengue-2 NS5 methyltransferase capping enzyme assay, biochemical; higher % means a stronger effect; inhibition, % at 25 µM; hits with a dose series show IC50 in µM; hit rate 0.3% among 340,000; in the data active means a potency from the dose series; inconclusive means inhibition above about 29% without an active follow-up result
SIAH1 antagonists – Siah-1 peptide-binding antagonists, primary screen, biochemical, fluorescence polarization, rhodamine-plectin, uHTS (AID 1817); Siah-1 / rhodamine-plectin peptide fluorescence polarization; higher % means a stronger effect; displacement, % at 20 µM, or IC50 in µM where a hit was titrated; hit rate 0.02% among 290,000;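 active means displacement of at least 50% at 20 µM, with a fluorescence ratio check between 0.3 and a set limit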;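 further: plate controls were Siah plus tracer with DMSO for no effect and tracer alone without Siah for full effect; strong numbers were not always called active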
Rac1 GTP hydrolysis – MgcRacGAP GTPase-activating activity inhibitors, confirmation, biochemical, ADP Hunter fluorescence; MgcRacGAP-stimulated Rac1 GTP hydrolysis, ADP Hunter fluorescence; higher % means a stronger effect; GST-tagged Rac1 F28L mutant substrate; hit rate 0.6% among 340,000; inhibition, % at 30 µM, or IC50 in µM where a hit was titrated; AID 624330;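 active means first-screen hits whose inhibition reached a set limit at any dose in the follow-up dose series; inconclusive means inhibition above the set first-screen limit but never retested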;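 further: fluorescence reports GDP produced by GAP-driven GTP hydrolysis; strong numbers were not always called active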
AID2073 – inhibitors of Mint1-CaV2.2 protein interaction, biochemical, HTRF (AID 2073); HTRF protein-protein interaction, Mint1-CaV2.2; higher % means a stronger effect; inhibition, % at 20 µM, or IC50 in µM where a hit was titrated; hit rate 0.19% among 290,000; in the data active means inhibition mostly above about 51%, no sharp cut-off; inconclusive means no clear call, values can overlap the other calls; inactive means mostly below about 53%; further: some results filed as inactive read as strong as hits
SV40 large T antigen – TAg ATPase/helicase activity blockers – biochemical (AID 1903) | hit rate 0.39% among 310,000 | SV40 large T antigen ATPase/helicase inhibition assay; higher % means a stronger effect | one-dose inhibition, % at 20 µM; IC50 in µM for titrated hits; in the data active means a potency from the dose series; inconclusive means inhibition mostly from about 32% at the one dose, without a potency; inactive means the rest, 99 in 100 with inhibition below about 32%; further: strong numbers were not always called active
UTI89 phage lysis – protection from phage-mediated lysis, alamar blue read-out – E. coli UTI89, K1F phage, bacterial capsule biogenesis inhibitors (AID 488966); hit rate 0.02% among 340,000; E. coli UTI89 K1F phage lysis, alamar blue, 2 h; higher % means a stronger effect; inhibition, % at 100 µM, or IC50 in µM where a hit was titrated;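 active means phage lysis inhibition, versus mean bacterial control, above a set limit; inconclusive means no clear call, values can overlap the other calls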;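 further: capsule biogenesis inhibitors block K1F phage lysis so surviving cells raise fluorescence; higher fluorescence means more inhibition of phage lysis; actives were called in the ten point dose series up to 300 µM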
RSV antiviral HEp-2 – inhibition of RSV-induced cytopathic effect – HEp-2 cells, primary 10 µM value included (AID 2391). hit rate 0.13% among 310,000. CPE inhibition, % at 10 µM; hits with a dose series show IC50 in µM. HEp-2 cells, RSV-induced CPE inhibition; higher % means a stronger effect; in the data active means a potency from the dose series; inconclusive means CPE inhibition mostly from about 23% at the one dose, without a potency; inactive means the rest, 99 in 100 with CPE inhibition below about 21%; further: strong numbers were not always called active
West Nile virus CPE – West Nile virus antiviral activity, cell-based, CPE readout (AID 1621); West Nile virus-infected cells, CPE inhibition; higher % means a stronger effect; CPE inhibition, % at 10 µM, or IC50 in µM where a hit was titrated; hit rate 0.02% among 290,000; in the data active means a potency from the dose series; inconclusive means CPE inhibition mostly from about 3.7% at the one dose, without a potency; inactive means the rest, 99 in 100 with CPE inhibition below about 2.2%; further: strong numbers were not always called active
NTR1 ag cell count 20 µM – recorded beside NTR1 ag, whose call it bears; cell count; measured here: cell count, cytotoxicity flag
Starred values were filed as active, the others as inactive; ? = inconclusive; / = not tested or not shown; [ ] = another dose, or the depositor's remark.

Structure	NTR1 ag	NTR1 ag cell count 20 µM	NS5 inhibitors	SIAH1 antagonists	Rac1 GTP hydrolysis	AID2073	SV40 large T antigen	UTI89 phage lysis	RSV antiviral HEp-2	West Nile virus CPE
CN(CC(=O)Nc1ccccc1Br)C(=O)CN1CCN(Cc2ccc(Cl)cc2)CC1	-0.8	84	1%	/	3%	/	/	0.7%[50 µM]	0.8%	/
CN(C(=O)c1ccco1)c1nc(-c2ccccc2)cs1	3.0	72	4%	14%	8%	-7%	-3%	-0.8%	17%	-1.2%
O=C(/C=C/c1ccc(Cl)cc1)Nc1ccc(CN2CCOCC2)cc1	0.4	75	2%	4%	9%	8%	10%	0.4%	13%	-0.5%
COc1ccc(-n2ccnc2)cc1	-0.8	41	2%	-2%	1%	-5%	4%	-0.4%	4.1%	-0.4%
O=C(N/N=C/c1cc([N+](=O)[O-])ccc1O)C12CC3CC(CC(C3)C1)C2	-0.2	70	2%	-7%	7%	10%	7%	0.2%	21%	-0.6%
Nn1cnnc1N/N=C\c1ccc(-c2ccccc2[N+](=O)[O-])o1	/	/	27%	40%	-6%	62%*	10%	-0.3%	/	-0.1%
CC1=C(C(N)=O)C(c2ccccc2)n2nc(-c3cccs3)nc2N1 (stereo unspecified)	1.2	52	-1%	-3%	0%	-7%	2%	1.1%	-0.1%	0.3%
CCOc1ccc(CN2CCC(C(=O)Nc3cccc(-c4ccn[nH]4)c3)CC2)cc1Cl	10	56	-4%	-1%	3%	5%	8%	2.3%	15%	-0.7%
O=c1c2nnn(-c3cccc(F)c3)c2ncn1Cc1ccccn1	2.1	68	-2%	-2%	5%	-4%	10%	0.6%	-0.3%	-0.2%
O=C(O)c1cccc(CSc2ncn[nH]2)c1	1.4	70	2%	0%	2%	-10%	20%	0.0%[50 µM]	0.9%	0.8%
O=C(COc1ncnc2ccccc12)N1CCN(S(=O)(=O)c2ccccc2)CC1	-1.8	77	-4%	5%	8%	10%	-2%	0.3%	1.4%	-0.9%
Cc1cc(C(=O)Nc2ccccn2)cs1	0.9	74	-5%	4%	5%	6%	1%	2.6%	1.1%	-0.2%
Nc1c([N+](=O)[O-])c(=O)sc2ccccc12	0.2	80	/	8%	/	-6%	8%	/	3.7%	-0.4%
O=C(CCC1CCCN(Cc2ccc3c(c2)OCCO3)C1)NCc1ccccc1F (stereo unspecified)	1.2	61	0%	-2%	7%	7%	9%	-0.1%	-2.2%	-0.4%
O=C(N/N=C/c1cccs1)c1[nH]ncc1Br	2.4	46	-8%	1%	7%	10%	4%	0.7%[50 µM]	-0.2%	0.0%
COCCn1cnc2c1c(=O)n(Cc1ccc(C#N)cc1)c(=O)n2Cc1ccccc1	0.5	37	-2%	-3%	5%	-4%	4%	0.0%	4.3%	0.7%
CCC(CCC(=O)Nc1cccc([N+](=O)[O-])c1)C(=O)O (stereo unspecified)	0.0	59	-11%	12%	17%	-4%	13%	0.1%	1.7%	1.1%
CCN(CC(=O)Nc1ccc(NC(C)=O)cc1)C(=O)c1ccc(NC2CC2)c([N+](=O)[O-])c1	0.8	59	-1%	/	8%	/	9%	-1.9%	1.1%	/
O=C(CCCCCNC(=O)c1ccccc1Cl)N/N=C/c1ccco1	-0.4	84	-11%	0%	9%	9%	7%	0.2%	0.2%	-0.2%
CC(C)NC(=S)NCc1cccs1	-0.3	48	-10%	1%	1%	7%	10%	0.4%	3.5%	-0.1%
COC(=O)c1c(NC(C)=O)sc(C(=O)N2CCOCC2)c1C	0.2	59	0%	2%	-2%	7%	15%	0.1%	1.3%	-0.2%
COCCn1c(=NC(=O)c2cc(-c3cccs3)nc3ccccc23)sc2cc(S(N)(=O)=O)ccc21	2.8	84	-8%	0%	9%	29%	9%	0.2%[50 µM]	56%	-0.2%
COc1cc(C=O)c(Cl)cc1OCC(N)=O	1.4	77	-7%	9%	7%	-6%	74%	0.4%	0.4%	0.0%
CC(=O)c1cc2c(cc1NC(=O)c1c(-c3ccccc3)noc1C)OCO2	3.5	62	3%	4%	0%	24%	1%	0.3%	0.3%	0.3%
Cc1ccc(NS(=O)(=O)c2c(C)[nH]c(C)c2C(=O)N2CCCCC2)cc1C	0.8	71	0%	-2%	4%	28%	9%	0.0%	2.5%	-0.3%
COc1ccc(CCNC(=O)COC(=O)/C=C/c2ccc3c(c2)OCO3)cc1	-1.0	58	1%	/	1%	/	/	-0.6%	/	/
CCCCNS(=O)(=O)c1ccc2nc(SCC(=O)Nc3ccccc3)[nH]c2c1	-1.9	63	-7%	-4%	1%	-1%	3%	-1.2%	9.7%	-0.2%
Cc1cc(C)n2nc(S(=O)(=O)Nc3c(Cl)cccc3Cl)nc2n1	1.5	36	-5%	9%	1%	-1%	4%	-1.1%	1.0%	0.4%
CSCCC(NS(=O)(=O)c1ccc(Cl)c(Cl)c1)C(=O)O (stereo unspecified)	0.5	37	3%	2%	7%	7%	23%	-0.5%	0.0%	0.0%
CC(=O)C(C)Sc1nnc(-c2ccccc2F)n1C1CC1 (stereo unspecified)	-1.4	42	-11%	-2%	3%	-7%	1%	1.3%	1.4%	-0.2%
CC(C)N(Cc1ccccc1)C(=O)c1cnc2n(c1=O)CCS2	1.2	56	-1%	1%	0%	-5%	1%	-1.0%	2.5%	-0.3%
Cc1ccc(C(=O)NCCOc2cccc3cccnc23)cc1Cl	0.2	85	-13%	5%	8%	13%	10%	0.3%	2.5%	-0.6%
CCCCCN(C(=O)CN1CCC(Cc2ccccc2)CC1)c1c(N)n(CCCC)c(=O)[nH]c1=O	0.7	51	-46%	5%	0%	6%	11%	0.3%	-2.0%	0.5%
Cc1cccc(Nc2nc(NCC3CCCO3)nc(N)c2[N+](=O)[O-])c1 (stereo unspecified)	10	72	-2%	10%	-5%	3%	16%	-0.3%[50 µM]	1.1%	-0.3%
COc1cccc(-c2nc3c(c(SCC(=O)N4CCOCC4)n2)Cc2c(CO)cnc(C)c2O3)c1	2.4	68	-1%	1%	14%	-1%	2%	0.0%	2.0%	0.6%
O=c1cc(CN2CCN(Cc3ccccc3)CC2)c2cc3c(cc2o1)CCC3	-1.1	53	-7%	0%	6%	-1%	11%	0.6%	0.4%	-0.5%
CCCN(C(=O)Cn1c(C(F)(F)F)nc2ccccc21)C1CCS(=O)(=O)C1 (stereo unspecified)	0.6	55	-4%	/	3%	/	4%	0.6%[50 µM]	-2.2%	/
COc1ccccc1C(CNc1ncccc1[N+](=O)[O-])N(C)C (stereo unspecified)	-0.8	56	-4%	0%	4%	-14%	-8%	0.1%	-0.5%	-0.7%
N/C(=N\OC(=O)CC1CCCCC1)c1ccc(Br)cc1	-0.1	67	-1%	6%	8%	-4%	4%	0.0%	0.5%	-0.2%
CN(C(=O)COC(=O)CCC(=O)c1ccc(Cl)cc1)c1c(N)n(Cc2ccccc2)c(=O)[nH]c1=O	1.0	42	-5%	/	4%	/	4%	1.5%[50 µM]	0.7%	/
O=C(Nc1ccc2nc(-c3cccnc3)[nH]c2c1)c1ccco1	0.0	52	-3%	-1%	13%	7%	4%	-2.0%	-0.1%	0.2%
NS(=O)(=O)c1cc(C(=O)NC2CCSc3ccccc32)ccc1Cl (stereo unspecified)	-0.1	59	17%	37%	?	33%	62µM*	-0.7%	3.4%	1.7%
C#CC(CC)(CC)NC(=O)/C=C/C(=O)O	-0.8	53	-4%	-4%	13%	4%	4%	1.5%	1.9%	-0.4%
c1coc(CNCc2cccs2)c1	-2.1	77	-6%	6%	3%	-7%	10%	0.8%	2.5%	0.2%
COc1cc(NC(=S)NCCN2CCOCC2)cc(OC)c1OC	-1.8	84	0%	5%	13%	-2%	4%	0.2%	1.0%	-0.3%
Cc1c(NC(=O)c2cccc(F)c2)c(=O)n(-c2ccccc2)n1C	1.9	62	-2%	-2%	4%	3%	3%	1.1%	-0.6%	-0.1%
O=C1CN(C(=O)COc2ccc(F)cc2Br)c2ccccc2N1	0.4	58	-4%	-2%	7%	1%	6%	0.2%	-1.6%	0.1%
Cn1nc(OC(=O)Nc2cccc(Cl)c2)cc1C(F)(F)F	3.2	64	-4%	0%	10%	19%	11%	0.4%	18%	0.0%
c1ccc(N2CCN(c3ccccc3)C2c2ccncc2)cc1	4.7	66	-2%	5%	4%	-6%	9%	1.4%	-1.4%	1.0%
Cc1occc1-c1nnc(SCC(=O)Nc2ccccn2)o1	-0.4	65	-5%	6%	6%	6%	2%	0.4%	-1.2%	-0.1%

4 structures out of the list, sorted by count of non-hydrogen atoms, rising:
Structure	NTR1 ag	NTR1 ag cell count 20 µM	NS5 inhibitors	SIAH1 antagonists	Rac1 GTP hydrolysis	AID2073	SV40 large T antigen	UTI89 phage lysis	RSV antiviral HEp-2	West Nile virus CPE
C#CC(CC)(CC)NC(=O)/C=C/C(=O)O	-0.8	53	-4%	-4%	13%	4%	4%	1.5%	1.9%	-0.4%
Cc1occc1-c1nnc(SCC(=O)Nc2ccccn2)o1	-0.4	65	-5%	6%	6%	6%	2%	0.4%	-1.2%	-0.1%
O=C(Nc1ccc2nc(-c3cccnc3)[nH]c2c1)c1ccco1	0.0	52	-3%	-1%	13%	7%	4%	-2.0%	-0.1%	0.2%
NS(=O)(=O)c1cc(C(=O)NC2CCSc3ccccc32)ccc1Cl (stereo unspecified)	-0.1	59	17%	37%	?	33%	62µM*	-0.7%	3.4%	1.7%

Later entries.
Structure	NTR1 ag	NTR1 ag cell count 20 µM	NS5 inhibitors	SIAH1 antagonists	Rac1 GTP hydrolysis	AID2073	SV40 large T antigen	UTI89 phage lysis	RSV antiviral HEp-2	West Nile virus CPE
COc1ccc(C(=O)NCC(=O)OCc2ccc(Cl)cc2Cl)cc1OC	-1.5	52	-3%	/	2%	/	/	0.8%[50 µM]	1.4%	/
CCC(Sc1nc(-c2cccc(OC)c2)c(C#N)c(=O)[nH]1)C(=O)Nc1nnc(C(C)C)s1 (stereo unspecified)	3.6	26	3%	0%	7%	13%	7%	0.1%	0.3%	0.5%
CCOCCCNC(=O)CSc1nnc(-c2ccc(S(=O)(=O)N3CCCC3)cc2)n1C	-0.2	43	-7%	1%	6%	4%	9%	0.6%	1.2%	0.1%
Cc1ccc2nc(Cl)c3cc(C(=O)N(CCN(C)C)Cc4ccco4)sc3c2c1	3.7	62	/	7%	16%	15%	1%	8.2%	-2.6%	-2.1%
